# MEX-5 binding: C. elegans MEX-5 TCR-2 RNA binding activity. Q9XUB2. MEX-5/FITC-TCR2 RNA binding, fluorescence polarization; stronger effect = lower value. activity score (negative = inhibition of binding), % at 10 µM. hit rate 0.38% among 300,000. AID 1832;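 active = inhibition past about -25% in most replicates, and total fluorescence under double the plate's negative control median, limit read from the data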;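 also: 0% = DMSO and -100% = 5 µM competing unlabeled TCR2 RNA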
# PME-1 primary: PME-1 (human) inhibition; Q9Y570; recombinant PME-1, FP-Rh probe fluorescence polarization; inhibition, % at 5.9 µM; hit rate 0.53% among 320,000; AID 2130;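 active = inhibition above the campaign mean of all compounds plus 3 SD, cut at about 26% in these data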;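 also: competitive labeling of PME-1 active site by serine hydrolase directed probe; 0% = PME-1 with DMSO and 100% = wells lacking PME-1 enzyme; inhibitors block probe labeling so polarization falls and inhibition rises; many of its hits are not listed in these tables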
# Target sequence (Q9Y570 whole entry, looked up): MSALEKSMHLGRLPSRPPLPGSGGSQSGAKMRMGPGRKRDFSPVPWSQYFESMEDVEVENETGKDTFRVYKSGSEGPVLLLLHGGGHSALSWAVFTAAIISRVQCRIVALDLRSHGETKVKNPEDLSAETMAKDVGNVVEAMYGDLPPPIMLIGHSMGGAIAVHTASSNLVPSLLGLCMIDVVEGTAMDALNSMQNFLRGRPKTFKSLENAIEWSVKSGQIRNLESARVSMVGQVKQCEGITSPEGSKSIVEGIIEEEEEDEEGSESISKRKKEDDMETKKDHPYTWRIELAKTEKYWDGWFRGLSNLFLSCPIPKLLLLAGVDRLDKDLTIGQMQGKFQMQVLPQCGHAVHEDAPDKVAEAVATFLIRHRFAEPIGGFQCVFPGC
# PAD4 inh: blocks human protein arginine deiminase 4; inhibition, % at 6.36 µM; hit rate 0.41% among 330,000; Q9UM07; recombinant PAD4, RCA probe fluorescence polarization;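 active = percent inhibition above a cutoff equal to the mean of all tested compounds plus 3 SD, cut at about 15% in these data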;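 also: 0% = PAD4 with RCA probe and DMSO and 100% = probe without PAD4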
# MCL1 BIM primary: MCL1-BIM-BH3 interaction inhibition (human); Q07820; GST-MCL1 / FITC-Bim-BH3 fluorescence polarization; inhibition, % at 10.9 µM; hit rate 0.68% among 320,000; AID 2057;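 active = inhibition above the mean inhibition of all tested compounds plus 3 SD, set per campaign, cut at about 40% in these data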;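 also: 0% = DMSO wells and 100% = unlabeled Bim-BH3 peptide control; higher means more loss of mP so more displacement of Bim peptide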
# GLD-1 RNA inh: GLD-1-TGE RNA interaction inhibition (C. elegans). AID 2280. Q17339. inhibition, % at 5.96 µM. hit rate 0.44% among 320,000. purified GLD-1 + fluorescein TGE RNA, fluorescence polarization;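 active = percent inhibition above a per-plate cutoff, the plate mean of test compounds plus 3 SD, cut at about 30% in these data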;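 also: 0% = DMSO wells with GLD-1 and probe and 100% = wells lacking GLD-1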
# Target sequence (Q17339 whole entry, looked up): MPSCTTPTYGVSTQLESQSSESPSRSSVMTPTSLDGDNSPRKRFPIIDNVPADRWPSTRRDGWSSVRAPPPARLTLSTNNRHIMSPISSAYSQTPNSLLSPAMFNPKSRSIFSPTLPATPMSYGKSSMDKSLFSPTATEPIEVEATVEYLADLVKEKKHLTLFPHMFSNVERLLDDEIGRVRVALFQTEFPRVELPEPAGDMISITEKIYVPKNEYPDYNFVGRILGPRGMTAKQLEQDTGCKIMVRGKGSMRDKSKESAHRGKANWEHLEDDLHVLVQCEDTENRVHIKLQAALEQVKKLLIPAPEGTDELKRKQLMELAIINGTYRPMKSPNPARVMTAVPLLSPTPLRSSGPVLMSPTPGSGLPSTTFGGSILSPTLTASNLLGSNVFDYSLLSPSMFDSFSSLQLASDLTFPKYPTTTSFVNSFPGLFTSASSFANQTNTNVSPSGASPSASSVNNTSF
# BCLXL inh: Bcl-xL (human) inhibition; GST-Bcl-xL / FITC-Bim BH3 peptide fluorescence polarization; AID 2129; hit rate 0.7% among 320,000; inhibition, % at 10.9 µM;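 active = inhibition above the mean of all tested compounds plus 3 SD, cutoff set per campaign, cut at about 30% in these data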;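 also: 0% = DMSO wells and 100% = unlabeled Bim-BH3 peptide competitor; inhibitors lower millipolarization by displacing the labeled peptide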
# GSTO1 counter: counter-screen for RBBP9 inhibitors: inhibitors of human GSTO1; P78417; recombinant GSTO1, activity-based probe fluorescence polarization; inhibition, % at 5.96 µM; hit rate 1.1% among 300,000; AID 1974;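 active = inhibition above the campaign mean inhibition plus 3 SD, cut at about 35% in these data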;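 also: 0% = GSTO1-1 with DMSO and 100% = wells lacking GSTO1-1 enzyme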
# Fam108B counter: blocks mouse Fam108B hydrolase in RBBP9 counter-screen | recombinant Fam108B, FP-Rh probe fluorescence polarization | AID 1947 | hit rate 0.33% among 300,000 | inhibition, % at 9.51 µM;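 active = inhibition above the screen mean inhibition plus 3 SD, computed separately per campaign, cut at about 18% in these data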;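 also: inhibitors lower polarization as less probe binds the enzyme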
# TPT1 inhibitor: blocks Candida albicans tRNA 2'-phosphotransferase. recombinant caTPT1, FP RNA substrate dephosphorylation. inhibition, % at 5 µM. hit rate 0.81% among 300,000;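 active = inhibition above the mean of all tested compounds plus 3 SD, set per screening campaign, cut at about 24% in these data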;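 also: plate controls were DMSO alone for no effect and ferristatin control at 100 nM for full effect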
# * marks the source's active call; other numbers are inactive results. These rows are one share of the data. The share of hits here may be higher or lower than overall.
SMILES,MEX-5 binding,PME-1 primary,PAD4 inh,MCL1 BIM primary,GLD-1 RNA inh,BCLXL inh,GSTO1 counter,Fam108B counter,TPT1 inhibitor
COC(=O)c1cc(OC)c(OC)cc1NCC(=O)Nc1cccc(C(F)(F)F)c1,-0.4,17,-5,-9,7,4,-3,10,2
Cc1ccc(S(=O)(=O)n2cnc3ccccc32)cc1,2.4,-3,-2,12,4,9,9,0,1
N#CC1(CCCN2CCCCC2)c2ccccc2CCc2ccccc21,-3.4,3,-5,6,8,7,-2,-1,2
CC(C)(C)c1cc(NC(=O)COC(=O)C2CC2)n(-c2ccccc2)n1,-1.0,-2,2,2,-7,3,11,2,-1
COc1cccc(CN(C)Cc2nc3cc(C(F)(F)F)ccc3c(=O)[nH]2)c1,4.2,-8,-3,-2,-3,-5,-2,-3,2
N#Cc1c(NC(=O)/C=C/c2ccco2)sc2c1CCCC2,2.3,-1,1,0,1,0,-5,-2,2
c1ccc(-n2c(-c3cccs3)nc3nc4ccccc4nc32)cc1,0.3,-2,-2,4,0,0,-3,8,-3
COc1ccccc1C(=O)Nc1c(C(=O)N(CCN(C)C)Cc2ccco2)oc2ccccc12,0.4,-2,4,10,-3,8,-1,5,0
COCCNC(=O)c1cccc(OC2CCN(Cc3ccccc3OCCO)CC2)c1,2.6,4,3,-1,-1,6,0,-4,0
Cc1nc(SCC(O)CCl)c([N+](=O)[O-])[nH]1 (configuration not stated),-1.8,-1,-2,-1,4,3,7,0,-4
Oc1ccc(N2CCN(C(=S)NCCc3ccccc3)CC2)cc1,-0.7,9,7,29,12,12,18,2,-5
CCOC(=O)c1sc(=S)n(-c2ccc(OC)cc2)c1C,-0.8,4,0,2,1,-1,3,3,1
COc1ccc(CCNC(=O)CS(=O)Cc2nc(-c3ccccc3Cl)oc2C)cc1OC (configuration not stated),-0.1,-2,3,3,5,6,4,-2,-3
O=C(NCCCNc1ccc(C(F)(F)F)cc1[N+](=O)[O-])c1cc(F)c(F)cc1Cl,1.2,8,-1,-3,-8,0,4,1,-1
COc1ccccc1CNC(=O)CCNS(=O)(=O)c1cccc2nonc12,-2.8,4,-6,5,1,6,3,-2,-4
COc1ccccc1CNS(=O)(=O)c1c(C(=O)N2CCCCC2)c(C)n(C)c1C,-0.8,0,1,2,-1,-1,-5,1,2
CN(CC(=O)NCCc1ccc(S(N)(=O)=O)cc1)c1ccccc1,0.7,4,-3,8,-3,6,10,2,0
Cc1ccc(C)c(NC(=S)N(Cc2ccco2)C(C)c2cccs2)c1 (configuration not stated),-0.3,0,0,-1,3,1,10,-4,-1
COCCN1C(=O)c2ccccc2C(C(=O)NCc2ccco2)C1c1c[nH]c2ccccc12 (configuration not stated),-4.8,-1,1,12,5,1,1,3,-3
CCN(Cc1ccc(C#CCCO)cc1)CC1CCCN(CCc2cccc(F)c2)C1 (configuration not stated),3.6,3,0,4,3,-1,4,6,0
Cc1cc(C)cc(NC(=O)c2sc3nc(C)cc(C)c3c2N)c1,2.1,6,-1,9,3,1,1,0,2
CCc1cc2c(=O)n(CC(=O)NCCc3ccc(OC)c(OC)c3)cnc2s1,1.4,-5,2,2,3,-3,4,0,3
CCCSc1ccc([C@@H]2[C@@H]3C(=O)N(C)C(=O)[C@@H]3[C@]3(C(=O)OC)CCCCN23)cc1OC,2.7,3,-1,2,3,7,-2,-4,-4
O=C(NCCCCCCNC(=O)N1CCCCCC1)N1CCCCCC1,0.2,0,-1,5,1,1,8,2,2
S=C(N/N=C/c1ccc2ncccc2c1)Nc1cccnc1,0.3,2,1,4,4,14,0,-4,4

# A draw from above in order of number of heavy atoms, largest number first:
SMILES,MEX-5 binding,PME-1 primary,PAD4 inh,MCL1 BIM primary,GLD-1 RNA inh,BCLXL inh,GSTO1 counter,Fam108B counter,TPT1 inhibitor
COCCN1C(=O)c2ccccc2C(C(=O)NCc2ccco2)C1c1c[nH]c2ccccc12 (configuration not stated),-4.8,-1,1,12,5,1,1,3,-3
COc1ccc(CCNC(=O)CS(=O)Cc2nc(-c3ccccc3Cl)oc2C)cc1OC (configuration not stated),-0.1,-2,3,3,5,6,4,-2,-3
CCN(Cc1ccc(C#CCCO)cc1)CC1CCCN(CCc2cccc(F)c2)C1 (configuration not stated),3.6,3,0,4,3,-1,4,6,0
O=C(NCCCCCCNC(=O)N1CCCCCC1)N1CCCCCC1,0.2,0,-1,5,1,1,8,2,2
c1ccc(-n2c(-c3cccs3)nc3nc4ccccc4nc32)cc1,0.3,-2,-2,4,0,0,-3,8,-3

# (list continues)
SMILES,MEX-5 binding,PME-1 primary,PAD4 inh,MCL1 BIM primary,GLD-1 RNA inh,BCLXL inh,GSTO1 counter,Fam108B counter,TPT1 inhibitor
COc1ccc(-n2nc3c(c2NC(=O)c2cc(Br)ccc2Cl)CS(=O)C3)cc1 (configuration not stated),-1.4,1,2,1,1,1,6,0,-1
CN(C(=O)C1CCC(=O)N(CCc2ccc(Cl)cc2)C1)C1CCOCC1 (configuration not stated),1.3,-1,-3,1,-2,1,2,2,3
CCOc1ccccc1NC(=O)C(NCCN(C)C)c1ccccc1 (configuration not stated),-1.2,-4,-5,1,4,0,3,-5,2
COCCCn1nnnc1SCC(=O)N1CCN(C(=O)c2ccco2)CC1,-2.7,4,0,-1,-1,0,-1,3,-1
O=C(NC(=S)N(CC1CCC1)CC1CCCO1)c1cccc([N+](=O)[O-])c1 (configuration not stated),-1.5,-1,-3,7,4,6,-8,-1,-1
Cc1ccc(-c2nn(C)c(=O)c3ccccc23)cc1CNC(=O)/C=C/c1ccccc1,-1.9,-9,-2,11,10,4,-7,-8,-2
COc1cc(S(=O)(=O)NCc2ccccc2)ccc1F,0.7,-1,-4,-5,6,0,-6,0,0
Cn1c(SCC#N)nnc1-c1ccc2c(c1)OCO2,2.6,1,-3,10,3,6,9,2,-2
O=S(=O)(NC1=NCCCCC1)c1ccc(F)cc1,-0.9,3,2,-2,-2,1,4,-3,1
CCN(CC)S(=O)(=O)c1ccc(OC(C)C)c(NC(=O)C2=COCCO2)c1,2.0,1,-2,-17,5,-5,-4,-2,-2
Cc1c(N=C/C=C/c2ccccc2)cnn1C,-1.8,4,-6,4,1,2,9,6,-5
C=CCSC1=NNC(c2ccc(C(C)(C)C)cc2)=NN1,0.0,5,3,-3,-5,-7,-1,0,-2
O=C(O)C1CCC(=O)N1Cc1ccc(F)cc1 (configuration not stated),-0.2,0,-5,-5,5,-1,0,-1,1
COc1ccc(CCNC(=O)c2cc3c(=O)n4cccc(C)c4nc3n(Cc3ccco3)c2=N)cc1OC,-5.4,-3,3,2,-2,10,8,-1,-1
CSc1ncc(CN2CCN(CC=C(C)C)C(CCO)C2)cn1 (configuration not stated),-1.7,-1,-1,6,9,3,2,4,2
O=C(COC(=O)CCC(=O)c1cccs1)Nc1ncc(Cl)cc1Cl,-0.8,10,0,24,2,13,6,-4,-2
CCCCc1nnc2c(N(C)S(=O)(=O)c3ccccc3)nc3ccccc3n12,1.9,0,4,-1,-2,1,5,3,4
Cc1c(C(=O)N2CC3(CC(c4cccc(NC(=O)[C@H]5CCC(=O)N5)c4)=NO3)C[C@@H]2C(N)=O)cc([N+](=O)[O-])cc1[N+](=O)[O-] (some centres not stated),-0.2,3,-4,-3,-1,3,6,1,-4
Cc1ccc(-c2nn(-c3ccccc3)cc2C(N)=O)o1,5.6,-1,-4,-14,-11,-6,-1,1,12
Cc1ccc(-n2nc3c(=O)n(C(C)C(=O)NCc4ccc(Cl)cc4)nc(C)c3c2C)cc1 (configuration not stated),-0.8,16,2,7,4,1,1,2,-1
COc1ccc(OC)c(NC(=O)CSc2nnnn2-c2ccccc2F)c1,-1.4,2,3,5,6,-6,-1,-2,-1
CC(C)CCc1noc(CN(C)CCC2CCOCC2)n1,0.6,1,-3,2,3,0,-3,0,1
O=C(CSc1nnc(CNC(=O)c2ccco2)o1)Nc1cccc(Cl)c1,1.4,0,-3,8,2,3,1,0,2
CC1=C[C@H](C)[C@H](c2c(F)cccc2Cl)CC1=O,-1.2,3,3,-5,8,4,5,0,2
CC(C)N1C(=O)CCC1C(=O)O (configuration not stated),3.0,3,-1,2,5,3,0,-2,2
# Later entries.
SMILES,MEX-5 binding,PME-1 primary,PAD4 inh,MCL1 BIM primary,GLD-1 RNA inh,BCLXL inh,GSTO1 counter,Fam108B counter,TPT1 inhibitor
Cn1c(CCNC(=O)C(C)(C)C)nc2ccccc21,1.0,4,3,2,1,4,3,-1,-1
O=C(c1cc2cc(Cl)ccc2o1)N1CCCC1,-1.0,-2,-4,-4,4,0,-1,1,1
CCc1cccc(C)c1NC(=O)CCCn1c(=O)c2cccn2c2cccnc21,0.9,2,0,2,-1,2,0,0,1
COc1cc(C(=O)N2CCN(C(=O)c3ccco3)CC2)c([N+](=O)[O-])cc1OC,2.5,-2,4,-1,4,1,10,-2,-3
COc1ccc(N2CCN(Cc3nnnn3C3CCCCC3)CC2)cc1,0.0,1,3,-2,-1,2,0,3,-6
CC(O)Cc1cn([C@@H](CCCCNC(=O)OC(C)(C)C)C(=O)N2CCN(C(=O)OC(C)(C)C)CC2)nn1 (some centres not stated),-0.5,-5,1,-1,11,-5,3,-2,0
O=C(Nc1cccc2ccccc12)N1CCN(c2ccc(F)cc2)CC1,1.2,21,-1,1,0,6,13,0,4
CN(C)CCCn1c(NCc2ccc3c(c2)OCO3)nc2ccccc21,-3.0,6,-4,-4,6,5,2,7,-2
Cc1ccc2cc(/C=N/NC(=O)c3ccc(F)cc3)c(Cl)nc2c1,-1.8,-7,3,4,3,3,1,2,2
Cc1nc(NC(=O)c2cccc(Cl)c2)sc1-c1csc(Nc2cccc(Cl)c2)n1,2.2,32*,-3,-8,-6,-7,-20,61*,5
N#CCSc1nc2ccccc2c(=O)n1CCCC(=O)NCc1ccco1,-2.6,2,-3,8,0,6,2,1,-5

# Compound profiles, from the list above:
# Results for CCc1cccc(C)c1NC(=O)CCCn1c(=O)c2cccn2c2cccnc21 : MEX-5 binding = 0.9; PME-1 primary = 2; PAD4 inh = 0; MCL1 BIM primary = 2; GLD-1 RNA inh = -1; BCLXL inh = 2; GSTO1 counter = 0; Fam108B counter = 0; TPT1 inhibitor = 1
# Results for N#CCSc1nc2ccccc2c(=O)n1CCCC(=O)NCc1ccco1 : MEX-5 binding = -2.6; PME-1 primary = 2; PAD4 inh = -3; MCL1 BIM primary = 8; GLD-1 RNA inh = 0; BCLXL inh = 6; GSTO1 counter = 2; Fam108B counter = 1; TPT1 inhibitor = -5

# Source: PubChem
